# Assay outcomes as filed in PubChem.
# PTHR1 ag = PTHR1 (human) receptor agonism; Q03431; HEK293 GP2 PTHR1 cells, GloSensor cAMP luminescence, 1 h; Potency, µM (titrated, usually from 115 µM), without a hit: top-dose activation, usual class: activators; actives 0.075% (n = 410,000); further: potency means the concentration at half of the fitted maximal effect; nearly all actives have a fitted effect of over 55% in size; some results filed as inactive show a strong effect at the top dose; inactives centre near -15; many of its hits are not listed in these tables
# Target sequence (Q03431 whole entry, looked up): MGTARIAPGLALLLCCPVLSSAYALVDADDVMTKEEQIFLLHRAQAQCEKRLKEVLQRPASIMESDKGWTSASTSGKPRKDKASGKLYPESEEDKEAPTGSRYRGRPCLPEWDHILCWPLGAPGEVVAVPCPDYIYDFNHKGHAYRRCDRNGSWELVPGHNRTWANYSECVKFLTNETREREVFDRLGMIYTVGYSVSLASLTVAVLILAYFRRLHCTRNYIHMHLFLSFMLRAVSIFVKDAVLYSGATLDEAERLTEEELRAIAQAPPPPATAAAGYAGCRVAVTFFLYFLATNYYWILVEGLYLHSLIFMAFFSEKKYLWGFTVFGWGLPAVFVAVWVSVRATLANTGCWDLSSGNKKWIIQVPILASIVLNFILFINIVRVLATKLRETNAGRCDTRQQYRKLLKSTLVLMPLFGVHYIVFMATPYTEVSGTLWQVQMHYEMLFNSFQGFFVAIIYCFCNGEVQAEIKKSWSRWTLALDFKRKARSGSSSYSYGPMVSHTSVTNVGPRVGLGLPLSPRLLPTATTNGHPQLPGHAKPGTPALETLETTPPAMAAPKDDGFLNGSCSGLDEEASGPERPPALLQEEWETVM
#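 HEK-293-derived GP2 cells expressing PTHR1 and a GloSensor cAMP reporter, 3,000/well, plated overnight, given luciferin plus IBMX (each 0.5 mM as added) for 1 h at 37 °C, then compound for 1 h at 37 °C. Luminescence was read after 15 min at room temperature.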
# pAkt inh = blocks phosphorylation of Akt | Neuro2A IGF-stimulated pAkt S473 HTRF, 20 min; hits give low values | activity change, % for hits at 50 µM | actives 0.32% (n = 360,000) | AID 651550; in the data active means activity change below about -80%; inconclusive means mostly about -51% to -80%; further: on the % scale 0 is the no-effect control and ±100 the full control effect
#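 Neuro2A cells (4,500/well, DMEM with 0.5% FBS) were treated with compound at a single 50 µM final concentration, stimulated with 6 nM IGF for 20 min at 37 °C, and lysed. Phospho-Akt Ser473 was read by HTRF as 665/615 ratio ×10^4.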
# EPAC2 antagonist = EPAC2 (human) antagonism. EPAC2 GEF exchange of Rap1B-BODIPY-GDP, fluorescence. Potency, µM (highest dose often 114 µM), for inactives: at the highest dose activity, negative = inhibition, actives largely listed as inhibitors. AID 720708. actives 0.18% (n = 360,000); further: potency means the concentration at half of the fitted maximal effect; on the % scale 0 is the no-effect control and ±100 the full control effect; nearly all actives have a fitted effect of over 45% in size; many of its hits are not listed in these tables
# Mm-Cpn inhibitor = M. maripaludis TRiC chaperonin inhibition. actives 0.031% (n = 330,000). Potency, µM (highest dose often 76.9 µM), without a hit: at the highest dose activity, negative = inhibition, actives largely listed as inhibitors. purified Mm-Cpn ATPase, ADP Transcreener TR-FRET. AID 504842; further: potency means the concentration at half of the fitted maximal effect; on the % scale 0 is the no-effect control and ±100 the full control effect; nearly all actives have a fitted effect of over 80% in size
#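 Purified archaeal Mm-CPN (25nM final) preincubated 10 min at 37degC with compound, then 10uM ATP for 30 min at 37degC; ADP measured by HTRF Transcreener TR-FRET; buffer 30 mM TRIS pH 7.4, 100mM KCl, 5mM MgCl2, 1mM DTT.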
# D3 antag = blocks the human D3 dopamine receptor; P35462; actives 2.5% (n = 360,000); max response, negative = inhibition, %; D3R cells, DiscoveRx beta-arrestin luminescence, antagonist mode; hits give low values; in the data active means max response below about -50%; inconclusive means no clear call, values can overlap the other calls; further: on the % scale 0 is the no-effect control and ±100 the full control effect; mostly tested at two doses, the higher about 12 µM
# Target sequence (P35462 whole entry, looked up): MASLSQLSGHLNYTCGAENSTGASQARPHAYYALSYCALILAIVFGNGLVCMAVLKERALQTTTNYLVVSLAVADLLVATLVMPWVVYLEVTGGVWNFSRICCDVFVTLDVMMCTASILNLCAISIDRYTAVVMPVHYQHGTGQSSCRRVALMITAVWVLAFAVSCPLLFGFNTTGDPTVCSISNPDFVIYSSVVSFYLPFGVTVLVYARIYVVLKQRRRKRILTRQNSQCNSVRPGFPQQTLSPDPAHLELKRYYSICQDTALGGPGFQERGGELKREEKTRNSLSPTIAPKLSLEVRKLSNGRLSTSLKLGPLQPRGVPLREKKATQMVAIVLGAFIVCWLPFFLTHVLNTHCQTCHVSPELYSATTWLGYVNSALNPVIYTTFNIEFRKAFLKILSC
#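 Cells plated overnight at 1500 cells/well, then exposed to library compounds with dopamine controls for 90 minutes at 37 degrees C. DiscoveRx reagent added for 30–60 minutes at room temperature; luminescence read, quantitative HTS format.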
# EPAC2 agonist = agonists of human EPAC2 (RAPGEF4); actives 0.079% (n = 360,000); Potency, µM (top dose mostly 154 µM), for the others: at the highest dose activation, most hits filed as activators; EPAC2 activation, biochemical qHTS; response scale: 100% = 6.5 mM cAMP response; further: potency means the concentration at half of the fitted maximal effect; nearly all actives have a fitted effect of over 50% in size
#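 Setup: EPAC2 100 nM, labeled Rap1B complex 250 nM, free GDP 50 uM. Compound titrations pinned in, brief spin, 5 min room temperature incubation. Kinetic fluorescence read over 30 min, normalized to 6.5 mM cAMP.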
# D3 ag = agonists of human D3 dopamine receptor; max activation, %; D3R DiscoveRx beta-arrestin cells, luminescence, 90 min; P35462; actives 0.58% (n = 410,000); in the data active means max activation above about 30%; further: 0% is about no effect; mostly tested at two doses, the higher about 12 µM
#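 Agonist mode: compounds and dopamine controls were applied to plated cells for 90 min at 37 degrees C after an overnight attachment at 1500 cells/well. Luminescent read-out followed 30 - 60 minutes at room temperature with DiscoveRx detection reagent.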
# CCT chaperon mod = changes cytosolic chaperonin activity; purified chaperonin ATPase assay, HTRF ADP detection, 30 min; activity change, % (concentration not given with the values), hits read low; actives 0.3% (n = 360,000); AID 651819; in the data active means activity change below about -30%; further: on the % scale 0 is the no-effect control and ±100 the full control effect
#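 ATPase activity: ADP formed was measured by HTRF Transcreener (665/615 nm ratio) after 30 min at 37 deg C with 10 uM ATP. Compounds screened at one 76 uM concentration against 40 or 20 nM TRiC in Tris pH 7.4/KCl/MgCl2/DTT buffer.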
# Numbers without * were called inactive; i = inactive; ? = inconclusive; nt = not tested or not shown; ! = not active in a repeat; [ ] = remark or other dose. Unless noted, the call rests on the fitted dose curve; in most records, active means well fitted curve in the direction sought with a large enough effect; inconclusive means small, poorly fitted or top-dose-only effect, or another doubt; inactive means no such curve, though single readings can be large; an effect the other way counts as inactive or inconclusive. Only part of the results is shown. The share of hits here may be higher or lower than overall.
SMILES,PTHR1 ag,pAkt inh,EPAC2 antagonist,Mm-Cpn inhibitor,D3 antag,EPAC2 agonist,D3 ag,CCT chaperon mod
CCN(CC)C(=O)c1[nH]cnc1C(=O)Nc1ccccc1,i,i,1%,-3%,-26,-6%,2,-1.2
O=C1CC(=C2c3ccccc3-c3ccccc32)C(=O)N1CCN1CCN(c2ccccc2)CC1,?,i,7%,nt,-8,3%,0,-1.2
CCN(CC)c1nc(N2CCN(C)CC2)nc2ccccc12,i,i,3%,-2%,-22,10%,-8,-8.8
COC(=O)c1ccc(CN(c2ccc(OC)cc2)S(=O)(=O)c2ccccc2)cc1,i,i,9%,nt,-3,14%,-6,1.2
CCCC(=O)n1nc(-c2cccnc2)nc1NCc1ccc(OC)cc1,-3%,i,-9%,-1%,2,10%,57*!,-0.4
CC1CCCCC1NC(=O)c1cc(=O)[nH]c2ccccc12 (stereo not drawn),-7%,i,1%,-28%,0,1%,5,-2.6
O=C1CC(c2ccc(Cl)cc2)CC(O)=C1C=NCCO (stereo not drawn),i,i,0%,-1%,9,2%,4,-1.7
COc1cc(C(=O)Nc2ccccc2C(=O)Nc2ccccn2)cc(OC)c1OC,i,i,4%,1%,56,7%,8,-1.0
COc1ccccc1NC(=O)c1cccnc1,i,i,-1%,nt,14,2%,2,-4.0
COc1cccc(C2=NOC(C(=O)N3CCN(Cc4ccccc4)CC3)C2)c1OC (stereo not drawn),-22%,i,-2%,0%,4,3%,2,0.9
CNC(=S)N(CCCO)Cc1cc2cc3c(cc2[nH]c1=O)OCO3,-78%[inhibitor],i,3%,-2%,-2,7%,-1,-2.8
COc1ccc(C2CC(c3cccs3)n3nc(N)nc3N2)cc1 (stereo not drawn),-15%,i,12%,1%,?,6%,-19,1.6
CCN(CC)S(=O)(=O)c1cccc(NC(=O)c2ccccc2Br)c1,-7%,i,3%,-9%,-13,11%,-7,-0.8
Cc1cc(-c2ccccc2)nc(N/N=C/c2ccc(O)cc2)n1,-3%,i,-10%,1%,2,14%,9,-0.2
Cc1ccc(Cc2nnc3n(-c4cccc(C)c4)nc(C(=O)c4ccccc4)n3c2=O)cc1,i,nt,-1%,1%,4,4%,2,0.0
COc1cc(/C=N/N(C)c2ccccc2)ccc1O,-19%[57.5 µM],i,-14%,-1%,9,26%,-3,-1.1
CCN(CC(=O)Nc1ccccc1C(F)(F)F)C(=O)Cn1c(=O)cnc2ccccc21,-12%,i,6%,-3%,-18,12%,-4,-2.0
Cc1ccc(NC(=O)C2(N(C(=O)Cn3nnnc3N)c3ccc(C)cc3)CCCCC2)cc1,-24%[57.5 µM],i,-10%,0%,-21,-10%,1,0.9
Cc1cccc(NC(=O)CN2CCN(C(=O)C(C)Oc3ccc(C#N)cc3)CC2)c1C (stereo not drawn),-16%,i,-1%,1%,-3,3%,2,0.0
Cc1ccc(CN2CCNC(=O)C2CC(=O)NCCCn2nnc3ccccc32)cc1 (stereo not drawn),i,i,5%,nt,45,-1%,8,-1.4

# Another view of 2 compounds above.
canonical_smiles: COc1cc(/C=N/N(C)c2ccccc2)ccc1O
- PTHR1 ag = -19%[57.5 µM]
- pAkt inh = i
- EPAC2 antagonist = -14%
- Mm-Cpn inhibitor = -1%
- D3 antag = 9
- EPAC2 agonist = 26%
- D3 ag = -3
- CCT chaperon mod = -1.1
canonical_smiles: Cc1cc(-c2ccccc2)nc(N/N=C/c2ccc(O)cc2)n1
- PTHR1 ag = -3%
- pAkt inh = i
- EPAC2 antagonist = -10%
- Mm-Cpn inhibitor = 1%
- D3 antag = 2
- EPAC2 agonist = 14%
- D3 ag = 9
- CCT chaperon mod = -0.2

# The listing continues:
SMILES,PTHR1 ag,pAkt inh,EPAC2 antagonist,Mm-Cpn inhibitor,D3 antag,EPAC2 agonist,D3 ag,CCT chaperon mod
CCS(=O)(=O)c1nc(S(=O)(=O)c2ccc(C)cc2)c(NCCCn2ccnc2)s1,i,i,5%,1%,-2,5%,-1,-0.4
COC(=O)c1ccc(CNC(=O)CSc2nc3sc(C)c(C)c3c(=O)n2C)o1,-14%,i,-5%,-2%,2,10%,9,2.6
CCCCN(C(=O)C1=COCCO1)c1c(N)n(Cc2ccccc2)c(=O)[nH]c1=O,-25%,i,19%,-1%,21,3%,-3,-1.2
CCCCN(C(=O)c1cccc(S(=O)(=O)N2CCCC2)c1)c1c(N)n(CCC)c(=O)[nH]c1=O,-15%,i,4%,0%,8,9%,-1,-1.1
COCC(=O)Nc1cc(C(=O)OC)cc(C(=O)OC)c1,-21%,i,-4%,3%,-14,-4%,-1,0.7
c1ccc(SCc2nc(-c3ccccn3)no2)cc1,-10%[57.5 µM],nt,6%,0%,-10,-83%[inhibitor][15.6 µM],0,-5.9
Nc1nonc1C(=O)NCCNC(=O)c1ccc(Cl)cc1,i,i,5%,-1%,-4,1%,-1,0.0
COc1ccccc1Cn1c(=O)c2ccccc2n2c(Sc3ncnc4sccc34)nnc12,-35%[inhibitor],i,-5%,-2%,11,6%,-1,1.9
O=C(O)c1cccnc1Sc1ccccc1Cl,-8%,i,9%,-17%,5,15%,0,-2.0
CCOc1cc(CN2CCN(c3cccc(C(F)(F)F)c3)CC2)ccc1OC,-7%[57.5 µM],i,-5%,0%,-89*,15%,-23,-3.7
CCC(C(=O)N1CCN(Cc2ccc3c(c2)OCO3)CC1)n1nnc2ccccc2c1=O (stereo not drawn),-35%[inhibitor],i,0%,nt,10,0%,7,-1.0
CCOC(=O)c1nnc(-c2ccc(C)cc2)nc1Oc1ccccc1Cl,i,i,-9%,2%,0,-3%,-2,2.5
N#Cc1c(NC(=O)c2ccco2)sc2c1CCC2,-16%,i,-13%,-4%,-29,13%,-7,-3.0
Clc1cc(Cl)c2nc(N3CCOCC3)sc2c1,-5%[57.5 µM],i,7%,-4%,24,6%,7,-0.3
COc1cccc(OC)c1OCCCOc1ccc([N+](=O)[O-])cc1Cl,-24%,i,-11%,-24%,8,-2%,9,-2.1
O=C(CSc1nnc(Cc2cccs2)n1C1CCCCC1)N1CCCc2ccccc21,-10%[57.5 µM],i,-9%,0%,-17,13%,-9,-3.3
CCC/C=C1/CCCOC(C(=O)NCc2cc(C)n(C)n2)(C(F)(F)F)C1 (stereo not drawn),-14%,i,5%,nt,0,4%,-17,-2.1
Cc1cc(=O)n2c(-c3ccccc3C)n[nH]c2n1,-23%[57.5 µM],i,-4%,1%,1,3%,-1,0.7
CCOC(=O)c1cc(/C(C)=N/OC(=O)c2ccc(C(C)(C)C)cc2)on1,-19%,i,4%,1%,16,-3%,6,-4.2
COc1ccc(S(=O)(=O)NCC2CCCN(Cc3ccccc3C)C2)cc1 (stereo not drawn),-22%,i,0%,3%,-14,-5%,-19,0.3
Cc1ccc(C(=O)N/N=C(/CC(=O)c2cccs2)C(F)(F)F)cc1,-15%,i,-2%,0%,-12,-19%,4,-0.8
COc1ccc(CC2(CO)CCN(CC3=CC[C@H]4C[C@@H]3C4(C)C)CC2)cc1,-9%,i,-13%,0%,-9,5%,-1,-3.8
CCOc1ccccc1Nc1nnc(SCc2nnc(-c3cc(OC)c(OC)c(OC)c3)o2)s1,-19%,i,-8%,2%,15,2%,8,-2.6
O=C(CCC1CCN(C(=O)c2ccccc2Cl)CC1)NCc1ccc(F)cc1,-11%,i,9%,1%,4,0%,4,-3.0
Cc1ccc(S(=O)(=O)Cc2ccc(C(=O)N3CCCC3)o2)cc1,-5%,i,4%,1%,-5,5%,5,0.1
Fc1ccc(Cn2nnc(-c3ccc(Cl)cc3)n2)cc1,i,i,-4%,-2%,0,-6%,2,-0.1
COc1ccccc1C(O)c1nccn1C (stereo not drawn),-6%,i,2%,-3%,-12,2%,3,0.3
O=C(Nc1sc2c(c1C(=O)O)CCC2)c1cccc(Cl)c1,-24%,i,-7%,-1%,-14,-4%,-1,-0.8
COc1ccc(C(=O)Nc2ccc(NC(=O)C(C)C)nc2)cc1,-12%,i,-3%,2%,-10,9%,-1,-1.5
CCCCn1c(N)c(N(C)C(=O)c2cc3c(F)cccc3s2)c(=O)[nH]c1=O,-31%,i,12%,-2%,15,-9%,5,-23
O=C(NCCC1CCCCN1S(=O)(=O)c1ccccc1)C(=O)NCC1CCCO1 (stereo not drawn),-15%,i,11%,-1%,9,-1%,3,2.1
Cc1cccc(NC(=O)C2CCN(S(=O)(=O)c3ccc(Cl)cc3)CC2)n1,-80%[inhibitor],i,-3%,2%,1,0%,-1,4.3
CCCCC(=O)Nc1ccc(N2CCN(S(C)(=O)=O)CC2)cc1,-3%[57.5 µM],i,4%,-7%,?,0%,-1,0.0
CCOc1cc(CNc2ccc(N(C)C)cc2)cc(Br)c1OCC(=O)NC(C)(C)C,-4%[57.5 µM],i,-20%,25µM*,14,-3%,-5,-3.6
COc1ccc(/C(C)=N/NC(=O)CNC(=O)/C=C\c2ccccc2)c(OC)c1,-8%,i,7%,2%,-3,5%,2,-0.5
COc1ccc(CC(=O)Oc2ccc(Br)cc2F)cc1S(=O)(=O)N1CCOCC1,-22%,i,-5%,1%,-3,16%,-10,0.3
Cc1cccc(CNC(=O)CC2C(=O)NCCN2C2CCCC2)c1 (stereo not drawn),i,i,3%,1%,7,0%,5,-1.4
O=C(O)c1ccccc1-c1c2cc(I)c(=O)c(I)c-2oc2c(I)c(O)c(I)cc12,-14%,i,169%[activator],nt,-62*,100µM*,-29,-2.7
COc1ccc(S(N)(=O)=O)cc1C(=O)OCC(=O)NC(C)(C#N)C1CC1 (stereo not drawn),i,i,15%,2%,-2,0%,-17,0.3
O=C(CSC(=S)N1CCCCC1)Nc1nc(-c2ccccc2)c(-c2ccccc2)o1,26%[57.5 µM],i,-5%,1%,-52*,4%,-40,2.7
CCOC(=O)C1=c2/c(=C/c3ccncc3)c(N)c(C(=O)OC)n2C(=O)C(c2ccncc2)S1 (stereo not drawn),-7%,i,0%,-4%,-20,3%,-6,-1.1
CNC(=O)/C=C/c1cc(C(=O)c2ccc(Cl)cc2Cl)cn1C,-10%,i,-13%,-1%,-14,1%,-15,-6.5
COc1ccc(F)cc1S(=O)(=O)N1CCC2(CC1)OCCN2S(=O)(=O)c1cccs1,-15%,i,20%,0%,15,5%,3,-2.0
CC(CC(=O)NC(C)c1ccc2c(c1)OCCO2)c1ccccc1 (stereo not drawn),i,i,13%,1%,7,5%,-5,0.0
